Mtb BioA inh = BioA (M. tuberculosis) enzyme inhibition; purified M. tuberculosis BioA enzyme, plate reader; inhibition, % at 9.99 µM; 360,000 compounds, 0.096% hits; AID 602481; in the data active = inhibition above about 40%
* hit, by the source's call.

Screening O=C(C[C@H]1CC[C@H]2[C@@H](COC[C@H](O)CN2C(=O)Nc2ccc(Cl)c(Cl)c2)O1)NCc1ccc(Cl)cc1 returned Mtb BioA inh -0.6.
COCC#Cc1ccc2c(c1)O[C@H](CN(C)C(=O)CN(C)C)[C@H](C)CN([C@H](C)CO)S2(=O)=O was read as Mtb BioA inh 0.1.
Screening COc1ccc([Si](C)(C)[C@@H]2[C@@H](CC(=O)N3Cc4ccccc4C[C@H]3CO)O[C@]3(C(=O)N(C)c4c(Br)cc(C)cc43)[C@H]2C)cc1 returned Mtb BioA inh -1.1.
For COc1ccc(NC(=O)N(C)C[C@@H]2Oc3ccc(N(C)C)cc3CC(=O)N([C@@H](C)CO)C[C@H]2C)cc1 the results were Mtb BioA inh -0.5.
C[C@@H]1CN([C@H](C)CO)C(=O)c2cc(NS(=O)(=O)c3cn(C)cn3)ccc2O[C@@H](C)CCCCO[C@@H]1CN(C)Cc1ccc2c(c1)OCO2 was read as Mtb BioA inh 1.4.
`O=c1n(-c2ccccc2)c(=O)n2n1CC(COc1ccccc1)=C([C@H](O)c1ccccc1)[C@@H]2CO` gave Mtb BioA inh 6.0.
For O=C(C[C@@H]1C[C@@H]2c3cc(NC(=O)C4CCC4)ccc3O[C@@H]2[C@H](CO)O1)NCc1ccc(-c2ccccc2)cc1 the results were Mtb BioA inh -1.6.
C[C@@H]1CCCCO[C@H](CN(C)C(=O)c2ccncc2)[C@@H](C)CN([C@@H](C)CO)C(=O)c2cc(NC(=O)CCC(F)(F)F)ccc2O1 was read as Mtb BioA inh 0.5.
O=C(N[C@H]1CC[C@@H](CCn2cc(-c3ccccn3)nn2)O[C@H]1CO)c1ccccc1 was read as Mtb BioA inh -1.3.
Screening CC(=O)N1CCCCN2[C@H](CO)[C@@H](c3ccc(C#Cc4ccccc4F)cc3)[C@H]2C1 returned Mtb BioA inh -0.2.
Screening CCC(=O)Nc1ccc2c(c1)OC[C@@H](C)N(C(=O)c1ccccn1)C[C@@H](C)[C@H](OC)CN(C)C2=O returned Mtb BioA inh -2.7.
For CCCNC(=O)N(C)C[C@@H]1Oc2cc(-c3ccccc3)ccc2S(=O)(=O)N([C@H](C)CO)C[C@H]1C the results were Mtb BioA inh 1.6.
Screening O=C(NC1CCCC1)N1CCCCN2[C@H](CO)[C@H](c3ccc(-c4ccccc4)cc3)[C@H]2C1 returned Mtb BioA inh 0.5.
For COc1ccc(CN(C)C[C@@H]2Oc3c(NS(=O)(=O)c4ccc(F)cc4)cccc3C(=O)N([C@H](C)CO)C[C@@H]2C)cc1 the results were Mtb BioA inh -0.1.
For C[C@H]1CN([C@@H](C)CO)C(=O)c2cc(-c3cncnc3)cnc2O[C@H]1CN(C)C(=O)c1ccccc1F the results were Mtb BioA inh -3.3.
For C[C@@H]1CN([C@H](C)CO)C(=O)c2cc(NS(=O)(=O)c3ccccc3)ccc2O[C@@H]1CN(C)Cc1ccc(-c2ccccc2)cc1 the results were Mtb BioA inh -0.3.
`COc1ccc(CN(C)C[C@@H]2Oc3ccc(NC(=O)Cc4cn(C)c5ccccc45)cc3CC(=O)N([C@@H](C)CO)C[C@@H]2C)cc1` gave Mtb BioA inh -0.6.
COCC(=O)N1C[C@H](C)[C@H](OC)CN(C)C(=O)c2cc(NC(=O)NC(C)C)ccc2OC[C@@H]1C was read as Mtb BioA inh -0.7.
Screening C[C@@H]1CN([C@H](C)CO)C(=O)c2cccc(NS(=O)(=O)c3ccc(Cl)cc3)c2O[C@@H]1CN(C)C(=O)Nc1cccc2ccccc12 returned Mtb BioA inh 3.8.
For CO[C@H]1CN(C)C(=O)c2ccc(NS(=O)(=O)c3ccc(C)cc3)cc2OC[C@@H](C)N(Cc2nccs2)C[C@@H]1C the results were Mtb BioA inh -0.8.

At a glance, part of the list above:
COCC(=O)N1C[C@H](C)[C@H](OC)CN(C)C(=O)c2cc(NC(=O)NC(C)C)ccc2OC[C@@H]1C was read as Mtb BioA inh -0.7.
Screening C[C@@H]1CN([C@H](C)CO)C(=O)c2cccc(NS(=O)(=O)c3ccc(Cl)cc3)c2O[C@@H]1CN(C)C(=O)Nc1cccc2ccccc12 returned Mtb BioA inh 3.8.
For CO[C@H]1CN(C)C(=O)c2ccc(NS(=O)(=O)c3ccc(C)cc3)cc2OC[C@@H](C)N(Cc2nccs2)C[C@@H]1C the results were Mtb BioA inh -0.8.

The main list resumes; the five compounds before the break are reprinted first.
For C[C@@H]1CN([C@H](C)CO)C(=O)c2cc(NS(=O)(=O)c3ccccc3)ccc2O[C@@H]1CN(C)Cc1ccc(-c2ccccc2)cc1 the results were Mtb BioA inh -0.3.
`COc1ccc(CN(C)C[C@@H]2Oc3ccc(NC(=O)Cc4cn(C)c5ccccc45)cc3CC(=O)N([C@@H](C)CO)C[C@@H]2C)cc1` gave Mtb BioA inh -0.6.
COCC(=O)N1C[C@H](C)[C@H](OC)CN(C)C(=O)c2cc(NC(=O)NC(C)C)ccc2OC[C@@H]1C was read as Mtb BioA inh -0.7.
Screening C[C@@H]1CN([C@H](C)CO)C(=O)c2cccc(NS(=O)(=O)c3ccc(Cl)cc3)c2O[C@@H]1CN(C)C(=O)Nc1cccc2ccccc12 returned Mtb BioA inh 3.8.
For CO[C@H]1CN(C)C(=O)c2ccc(NS(=O)(=O)c3ccc(C)cc3)cc2OC[C@@H](C)N(Cc2nccs2)C[C@@H]1C the results were Mtb BioA inh -0.8.
Screening C#CCN1C(Cc2ccccc2)C(=O)O[C@H](C2CCCCC2)[C@@H]1/C=C/C1CC1 (stereo partly drawn) returned Mtb BioA inh 0.3.
Screening COc1cccc(S(=O)(=O)N[C@H]2CC[C@H](CC(=O)NC3Cc4ccccc4C3)O[C@@H]2CO)c1 returned Mtb BioA inh 4.2.
Screening CC(C)NC(=O)N1[C@H](CO)[C@@H]2c3ccccc3N(C(=O)c3ccccn3)C[C@@H]21 returned Mtb BioA inh -1.1.
COCC(=O)Nc1ccc2c(c1)C(=O)N(C)[C@@H]1CC[C@@H](CC(=O)NC3CCCC3)O[C@H]1CO2 was read as Mtb BioA inh 11.6.
Screening Cc1ccc(S(=O)(=O)N(C)C[C@@H]2Oc3ccc(NC(=O)CCCCCC(=O)Nc4ccccc4N)cc3CC(=O)N([C@@H](C)CO)C[C@H]2C)cc1 returned Mtb BioA inh -1.0.
Screening COc1ccc(NC(=O)N(C)C[C@H]2Oc3ccc(NC(=O)c4ccncc4)cc3C(=O)N([C@@H](C)CO)C[C@@H]2C)cc1 returned Mtb BioA inh 0.2.
`Cc1ccccc1S(=O)(=O)NCC[C@@H]1CC[C@H](NC(=O)C2CCC2)[C@H](CO)O1` gave Mtb BioA inh -2.2.
`O=C(C[C@@H]1C[C@H]2c3cc(NC(=O)NC4CCCC4)ccc3O[C@H]2[C@@H](CO)O1)NC1CCCCC1` gave Mtb BioA inh -0.8.
For O=C(c1ccc(F)cc1)N1C[C@H]2[C@@H](c3ccccc31)[C@H](CO)N2C(=O)c1ccccc1 the results were Mtb BioA inh -3.6.
`CCC(=O)Nc1ccc2c(c1)C(=O)N(C)C[C@@H](OC)[C@@H](C)CN(Cc1ccccc1)[C@@H](C)CO2` gave Mtb BioA inh -1.1.
Cc1cc(C(=O)Nc2cccc3c2O[C@H](CN(C)CC2CCCCC2)[C@@H](C)CN([C@H](C)CO)C3=O)n(C)n1 was read as Mtb BioA inh -2.6.
CN(C)CCCNC(=O)C[C@H]1CC[C@H]2[C@H](COc3ccc(NS(C)(=O)=O)cc3C(=O)N2C)O1 was read as Mtb BioA inh -1.2.
For C[C@@H]1CCCCO[C@H](CN(C)C(=O)CCCN(C)C)[C@H](C)CN([C@@H](C)CO)C(=O)c2cc(NC(=O)Nc3ccc(F)cc3)ccc2O1 the results were Mtb BioA inh -2.7.
C[C@@H]1CCCCO[C@H](CN(C)S(=O)(=O)c2ccccc2)[C@@H](C)CN([C@H](C)CO)C(=O)c2cc(NC(=O)c3ccccc3)ccc2O1 was read as Mtb BioA inh -2.6.
Screening C[C@H](CO)N1C[C@H](C)[C@@H](CN(C)C(=O)Cc2ccccc2)OCCCC[C@H](C)Oc2ccc(NS(=O)(=O)c3cn(C)cn3)cc2C1=O returned Mtb BioA inh -1.1.
`C[C@H]1CN([C@@H](C)CO)C(=O)c2cccc(N(C)C)c2O[C@@H]1CN(C)Cc1ccc(C(=O)O)cc1` gave Mtb BioA inh -0.5.
COCC#Cc1ccc2c(c1)O[C@H](CN(C)S(=O)(=O)c1ccc(F)cc1)[C@H](C)CN([C@@H](C)CO)S2(=O)=O was read as Mtb BioA inh 0.3.
`C/C=C/c1ccc([C@H]2[C@@H](C#N)N(C(=O)NC3CCCC3)[C@@H]2CO)cc1` gave Mtb BioA inh -3.4.
Screening CN1c2ccc(Br)cc2[C@@H]2[C@@H](CCN2C(=O)c2cccc(F)c2)[C@@H]1CO returned Mtb BioA inh 4.6.
`COCC(=O)N(C)C[C@H]1Oc2ncc(C#Cc3cccnc3)cc2C(=O)N([C@H](C)CO)C[C@H]1C` gave Mtb BioA inh 1.2.
C[C@H]1CN([C@@H](C)CO)C(=O)c2cc(-c3cncnc3)cnc2O[C@@H]1CN(C)Cc1ccncc1 was read as Mtb BioA inh -3.7.
O=C(Cc1ccccn1)NCC[C@H]1CC[C@H](NC(=O)c2ccccc2F)[C@@H](CO)O1 was read as Mtb BioA inh -0.9.
`O=C(O)C[C@@H]1C[C@H]2c3cc(NS(=O)(=O)c4ccccc4)ccc3O[C@H]2[C@@H](CO)O1` gave Mtb BioA inh 1.9.
Screening C[C@H]1CCCCO[C@H](CN(C)C(=O)Nc2ccc(C(F)(F)F)cc2)[C@@H](C)CN([C@@H](C)CO)C(=O)c2cc(NC(=O)Nc3ccccc3)ccc2O1 returned Mtb BioA inh -2.4.
Screening COc1ccc(CN(C)C[C@H]2Oc3c(NC(=O)C4CCCCC4)cccc3C(=O)N([C@H](C)CO)C[C@@H]2C)cc1 returned Mtb BioA inh 2.3.
`C[C@H](NC(=O)C[C@H]1CC[C@H]2[C@@H](COC[C@H](O)CN2C(=O)Nc2cccc(Cl)c2)O1)c1ccccc1` gave Mtb BioA inh -0.6.
CO[C@@H]1CN(C)C(=O)c2cc(NC(=O)c3cnccn3)ccc2OC[C@H](C)N(C)C[C@@H]1C was read as Mtb BioA inh 0.3.
For OC[C@@H]1[C@@H](c2ccc(Br)cc2)[C@@H]2CN(Cc3ccccn3)CCCCN12 the results were Mtb BioA inh 1.6.
For CCCN1C[C@@H](C)[C@H](OC)CN(C)C(=O)c2ccc(NC(=O)Nc3c(C)noc3C)cc2OC[C@@H]1C the results were Mtb BioA inh 0.5.
C[C@@H]1CN([C@H](C)CO)C(=O)c2cc(-c3ccc(F)cc3)cnc2O[C@@H]1CN(C)C(=O)c1ccc(F)cc1 was read as Mtb BioA inh -0.5.
Screening CCCNC(=O)C[C@@H]1CC[C@@H]2[C@H](COc3ccc(NC(=O)c4cc(F)cc(F)c4)cc3C(=O)N2C)O1 returned Mtb BioA inh 6.8.
`C[C@@H]1CCCCO[C@@H](CN(C)C(=O)Nc2ccc(F)cc2)[C@@H](C)CN([C@@H](C)CO)C(=O)c2cc(NC(=O)Nc3cccc4ccccc34)ccc2O1` gave Mtb BioA inh -2.0.
`C[C@H](CO)N1C[C@H](C)[C@H](CN(C)C(=O)NC2CCCCC2)Oc2c(NC(=O)C3CCOCC3)cccc2C1=O` gave Mtb BioA inh -0.4.
Screening C[C@@H]1CCCCO[C@H](CN(C)Cc2ccc(Cl)c(Cl)c2)[C@H](C)CN([C@@H](C)CO)C(=O)c2cc(NC(=O)C3CCCCC3)ccc2O1 returned Mtb BioA inh -2.6.
For Cc1ccc(S(=O)(=O)Nc2ccc3c(c2)C(=O)N([C@@H](C)CO)C[C@@H](C)[C@@H](CN(C)C(=O)Nc2ccc4c(c2)OCO4)OCCCC[C@@H](C)O3)cc1 the results were Mtb BioA inh 0.1.
`O=C(C[C@H]1CC[C@H](NC(=O)c2ccccc2)[C@@H](CO)O1)NCc1ccc(Oc2ccccc2)cc1` gave Mtb BioA inh -0.4.
For COc1ccc(CN(C)C[C@@H]2OCCCC[C@H](C)Oc3ccc(NC(=O)c4ccccc4)cc3C(=O)N([C@H](C)CO)C[C@H]2C)cc1 the results were Mtb BioA inh 0.9.
For CCC(=O)N1[C@@H]2Cn3c(ccc(-c4cccnc4)c3=O)[C@H]1[C@@H](C(=O)N1CCc3ccccc3C1)[C@@H]2CO the results were Mtb BioA inh 6.0.
Screening Cc1noc(C)c1S(=O)(=O)Nc1ccc2c(c1)C(=O)N([C@H](C)CO)C[C@H](C)[C@@H](CN(C)CC1CC1)OCCCC[C@@H](C)O2 returned Mtb BioA inh -0.6.
C/C=C/c1cnc2c(c1)C(=O)N([C@@H](C)CO)C[C@@H](C)[C@@H](CN(C)Cc1ccncc1)O2 was read as Mtb BioA inh -2.7.
`CCN(C[C@H]1[C@@H](c2ccccc2)[C@H](CO)N1C(C)=O)C(=O)c1ccccn1` gave Mtb BioA inh -2.8.
N#C[C@@H]1[C@@H](c2ccccc2)[C@H](CO)N1C(=O)Cc1ccccc1 was read as Mtb BioA inh 0.8.
C[C@@H]1CN([C@@H](C)CO)C(=O)c2cc(-c3cccc(C#N)c3)cnc2O[C@@H]1CN(C)Cc1ccncc1 was read as Mtb BioA inh 1.0.
`C[C@H]1CN([C@@H](C)CO)C(=O)Cc2cc(NC(=O)Nc3ccc4c(c3)OCO4)ccc2O[C@@H]1CN(C)C(=O)Nc1ccccc1` gave Mtb BioA inh 0.0.
`C[C@H](CO)N1C[C@H](C)[C@H](CN(C)Cc2ccncc2)Oc2cc(-c3ccncc3)ccc2S1(=O)=O` gave Mtb BioA inh -0.1.
Screening COc1ccccc1NC(=O)N1C[C@@H](C)[C@H](OC)CN(C)C(=O)c2ccc(NC(=O)c3ccccn3)cc2OC[C@H]1C returned Mtb BioA inh -0.3.
`COc1cccc(S(=O)(=O)N(C)C[C@@H]2OCc3ccccc3-c3c(n(C)c4ccccc34)C(=O)N([C@@H](C)CO)C[C@@H]2C)c1` gave Mtb BioA inh 0.2.
For CC(C)NC(=O)Nc1ccc2c(c1)C(=O)N([C@@H](C)CO)C[C@@H](C)[C@H](CN(C)C(=O)C1CCCCC1)OCCCC[C@H](C)O2 the results were Mtb BioA inh 0.4.
For C[C@H](CO)N1C[C@H](C)[C@H](CN(C)Cc2ccccc2)Oc2ccc(NC(=O)CCCN(C)C)cc2C1=O the results were Mtb BioA inh -0.2.
For COc1ccccc1NC(=O)N[C@H]1CC[C@@H](CC(=O)NCc2ccc(Cl)c(Cl)c2)O[C@@H]1CO the results were Mtb BioA inh 1.3.
Screening CCNC(=O)Nc1ccc2c(c1)C(=O)N(C)[C@H]1CC[C@@H](CC(=O)Nc3ccccc3)O[C@H]1CO2 returned Mtb BioA inh -1.4.

Only part of the results is shown. The share of hits here may be higher or lower than overall.
